STAT1 inh – inhibitors of IFN-gamma induced STAT1 signaling; NIH 3T3 STAT1-luciferase reporter, luminescence; inhibition, % at 5.5 µM; actives 0.35% (n = 200,000); AID 920;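 active = inhibition above a set limit, the mean inhibition across all tested compounds plus 3 SD, cut at about 34% in these data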;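 also: 0% = IFN-gamma with DMSO and 100% = IFN-gamma with 300 µM nifuroxazide; values of inactives mirror those of a sister screen read the other way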
STAT1 activator – activators of IFN-gamma induced STAT1 signaling; NIH 3T3 STAT1-luciferase reporter, luminescence; 100% = IFN-gamma alone, no compound; activation (% of control), % at 5.5 µM; actives 2.6% (n = 200,000); AID 932;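 active = activation above the screen-wide mean activation plus 3 SD, cut at about 130% in these data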;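 also: raw ratio to IFN-gamma control signal so 100% means no change and 0% no light; values of inactives mirror those of a sister screen read the other way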
Hsp70 act – switches on Hsp70 transcription; actives 0.04% (n = 200,000); activation, % at 10 µM; HeLa Hsp70 promoter luciferase reporter, luminescence; scaled: vehicle 0, proteasome-inhibitor control 100%; AID 1203;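 active = activation above the mean across all tested compounds plus 3 SD, cutoff set per campaign, cut at about 5.5% in these data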;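 also: 100% = MG132 at 30 µM as the positive control and 0% = DMSO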
HMGR II inh – E. faecalis class II HMG-CoA reductase inhibition; inhibition, % at 10 µM; actives 0.41% (n = 190,000); purified E. faecalis HMGR, NADPH absorbance 340 nm kinetic; AID 1066;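 active = inhibition above a set limit, the median over all tested compounds plus 3 SD, cut at about 9.5% in these data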;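 also: enzyme runs in reverse so mevalonate oxidation gives rising NADPH absorbance; 0% = complete reaction with DMSO and 100% = background rate lacking mevalonate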
APP 5'UTR act – APP 5'UTR luciferase reporter activation | activation, % at 2 µM | actives 1% (n = 190,000) | SH-SY5Y APP 5'UTR luciferase reporter, luminescence; zero percent = DMSO vehicle wells;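 active = activation above a set limit, based on mean plus 3 SD of controls, cut at about 140% in these data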; also: values of inactives mirror those of a sister screen read the other way
NF-kB neuron act – NF-kB expression increase, human neuronal cells; NF-kB reporter expression; active compounds read high; fold change at 12.5 µM; actives 1.6% (n = 190,000); in the data active = fold change above about 3.3
Redox H2O2 prof – compounds producing H2O2 with reducing agent – biochemical, NIH compound library profiling, artefact control for MLSCN library redox annotation, primary screen; DTT-dependent redox cycling H2O2, phenol red/HRP absorbance; 100% = 100 µM peroxide control, 0% = buffer; activation, % at 10 µM; actives 0.03% (n = 200,000);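 active = activation of at least 50% relative to the plate's high and low controls in the primary single-dose screen; inactive = activation below 50%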;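 also: compound incubated with DTT at 0.8 mM final as the reducing agent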
STAT3 inh – inhibitors of IL-6 induced STAT3 signaling; U3A cells, IL-6 STAT3-luciferase reporter, luminescence; host cell line lacks STAT1; inhibition, % at 5.5 µM; actives 0.89% (n = 190,000); AID 862;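 active = inhibition above the mean inhibition across all screened compounds plus 3 SD, cut at about 44% in these data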;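 also: 0% = DMSO only wells and 100% = 100 µM nifuroxazide control wells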
STAT3 act – increases IL-6 driven STAT3 reporter signal. AID 871. activation (% of control), % at 5.6 µM. actives 0.91% (n = 190,000). U3A cells, IL-6 STAT3-luciferase reporter, luminescence; 100% = signal with IL-6 EC80 alone;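 active = activation above the screen-wide mean of compound activation plus 3 SD, cut at about 130% in these data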;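 also: 0% = background luminescence of wells with medium and substrate only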
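Test system: Human STAT1-deficient U3A cells with stable STAT3-luciferase reporter | Also added: Interleukin-6, 33 ng/mL | Timing: Compound pre-incubation 1 h before IL-6, then 6 h stimulation at 37 °C | Technique: Luciferase reporter luminescence | Read-out: Percent of IL-6-only median luminescence | Benchmarks: IL-6-only wells as 100% reference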
TLR4 MyD88 comp – inhibitors of human TLR4-MyD88 binding | O00206+Q99836 | HeLa CL3-4 TLR4/MyD88 BLA complementation, FRET ratio | inhibition, % at 8.4 µM | actives 0.18% (n = 200,000); in the data active = inhibition above about 25%;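 also: 0% = vehicle and 100% = reference inhibitor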
Target sequence (O00206 whole entry, looked up): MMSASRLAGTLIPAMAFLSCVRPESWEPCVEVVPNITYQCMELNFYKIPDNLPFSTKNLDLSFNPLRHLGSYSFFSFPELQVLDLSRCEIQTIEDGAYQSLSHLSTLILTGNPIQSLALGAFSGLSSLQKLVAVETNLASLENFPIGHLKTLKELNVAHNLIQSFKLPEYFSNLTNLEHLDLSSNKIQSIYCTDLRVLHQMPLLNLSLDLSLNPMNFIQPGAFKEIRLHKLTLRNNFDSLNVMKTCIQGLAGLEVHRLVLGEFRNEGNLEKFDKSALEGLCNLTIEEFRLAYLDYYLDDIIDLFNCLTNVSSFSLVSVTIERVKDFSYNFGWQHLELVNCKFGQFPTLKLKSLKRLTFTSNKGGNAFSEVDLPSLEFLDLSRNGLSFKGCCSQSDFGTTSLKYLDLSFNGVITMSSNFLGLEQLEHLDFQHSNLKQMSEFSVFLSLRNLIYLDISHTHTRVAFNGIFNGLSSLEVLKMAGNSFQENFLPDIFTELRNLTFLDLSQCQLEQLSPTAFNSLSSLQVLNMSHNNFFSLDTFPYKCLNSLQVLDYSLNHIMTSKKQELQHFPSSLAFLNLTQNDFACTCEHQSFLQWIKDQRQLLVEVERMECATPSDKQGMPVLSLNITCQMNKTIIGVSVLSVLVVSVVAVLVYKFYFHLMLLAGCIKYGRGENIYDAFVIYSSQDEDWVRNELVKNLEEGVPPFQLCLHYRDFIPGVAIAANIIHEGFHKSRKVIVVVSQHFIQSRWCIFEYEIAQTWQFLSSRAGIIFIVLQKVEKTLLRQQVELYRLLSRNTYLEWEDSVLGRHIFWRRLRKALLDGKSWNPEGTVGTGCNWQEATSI
Target sequence (Q99836 whole entry, looked up): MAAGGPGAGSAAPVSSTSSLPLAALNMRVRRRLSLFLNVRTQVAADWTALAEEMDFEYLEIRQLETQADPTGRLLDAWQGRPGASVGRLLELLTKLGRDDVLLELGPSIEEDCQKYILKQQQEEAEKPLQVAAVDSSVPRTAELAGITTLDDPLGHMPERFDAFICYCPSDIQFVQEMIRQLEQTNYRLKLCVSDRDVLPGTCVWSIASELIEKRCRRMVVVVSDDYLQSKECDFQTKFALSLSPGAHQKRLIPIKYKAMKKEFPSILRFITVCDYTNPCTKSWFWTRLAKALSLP
Numbers without * were called inactive; nt = not tested or not shown.

SMILES | STAT1 inh | STAT1 activator | Hsp70 act | HMGR II inh | APP 5'UTR act | NF-kB neuron act | Redox H2O2 prof | STAT3 inh | STAT3 act | TLR4 MyD88 comp
O=C(Cn1nnc(-c2ccc3c(c2)OCO3)n1)NCc1ccccc1 | 4 | 95 | 0.2 | -6 | -6 | 1.1 | 0.6 | 4 | 101 | -6
COc1ccc(N2C(=O)c3ccccc3NC2c2ccc(OC)c(COc3ccccn3)c2)cc1 (configuration not stated) | -13 | 112 | -0.1 | -7 | 50 | 1.5 | 0.6 | -11 | 111 | 2
COc1ccc2nc(C(F)(F)C(F)(F)F)c(C#N)c(N)c2c1 | 1 | 99 | 0.0 | 2 | 12 | 0.89 | 0.5 | 6 | 101 | -12
O=C(Cc1ccccc1)NCC(=O)OCc1ccc([N+](=O)[O-])cc1 | 0 | 100 | -0.3 | -6 | 19 | 1.1 | -0.6 | 5 | 96 | -21
Cc1ccc(NC(=O)CC(C)N2CCCC2)cc1 (configuration not stated) | 3 | 97 | 0.1 | -5 | 1 | 1 | -4.5 | 1 | 101 | 10
COc1cccc(OCCNC(=O)CSc2ccc(C(F)(F)F)cc2[N+](=O)[O-])c1 | 3 | 98 | -0.2 | -1 | 3 | 1.2 | 0.1 | 0 | 100 | -2
COc1ccc(/C(C)=N/NS(=O)(=O)c2ccccc2)c(OC)c1 | -4 | 102 | -0.3 | -8 | 15 | 0.99 | -1.0 | -1 | 111 | 0
Cc1ccc(C(=O)N/C(=C\c2ccc(Cl)cc2)C(=O)NCC2CCCO2)cc1 (configuration not stated) | -1 | 101 | -0.2 | -1 | -3 | 1.1 | -0.2 | -6 | 106 | 2
COC(=O)C1=C(C)N(CCc2ccccc2)C(=O)C1(NS(=O)(=O)c1ccc(NC(C)=O)cc1)C(F)(F)F (configuration not stated) | -2 | 102 | -0.4 | -1 | -29 | 0.83 | 0.2 | -7 | 103 | -4
CC1(C)Cc2ccccc2-c2nc(CN3CCOCC3)[nH]c(=O)c21 | -3 | 102 | -0.3 | -5 | 4 | 0.71 | -0.2 | -1 | 105 | 0
CC1CC(C)(C)N(C(=O)NC2CCCCC2)c2ccccc21 (configuration not stated) | -11 | 114 | -0.3 | -9 | 13 | 1.2 | 1.3 | 3 | 99 | -8
COc1ccc(NC(=O)CCN2C(=O)c3ccccc3S2(=O)=O)c(OC)c1 | -1 | 100 | -0.3 | -4 | 4 | 1.2 | 1.4 | 4 | 100 | 8
Cc1cccc(S(=O)(=O)Nc2nc3ccccc3nc2Nc2ccc3c(c2)OCO3)c1 | 11 | 90 | -0.4 | -6 | 23 | 0.83 | -0.2 | -3 | 101 | -12
Cc1ccc(S(=O)(=O)CC(O)COc2ccc(F)cc2Cl)cc1 (configuration not stated) | -2 | 100 | 0.0 | 1 | -6 | 1.1 | -0.6 | 7 | 100 | -8
Cc1ccc(-c2nn(CC(=O)NCC3CCCO3)c(=O)c3ccccc23)cc1 (configuration not stated) | -8 | 107 | -0.1 | -3 | -29 | 0.92 | 0.4 | 0 | 102 | -7
Cc1ccccc1-c1nnc(-c2cccs2)o1 | -48 | 144* | 0.3 | -3 | 73 | 2.1 | 1.1 | -8 | 116 | -11
CC[C@H](C)[C@H](NS(=O)(=O)c1ccc(C)cc1)C(=O)N1CCC(C(=O)N[C@H](C(=O)O)C(C)C)CC1 | 6 | 95 | -0.3 | -1 | -18 | 1.1 | 2.0 | -12 | 110 | 4
Cc1nnc(SCC(=O)Nc2c(Cl)cccc2Cl)[nH]c1=O | -9 | 108 | -0.2 | -3 | 4 | 0.61 | -0.6 | 6 | 100 | -8
CN(C)CCOC(=O)CCc1ccccc1 | 11 | 90 | 0.1 | -4 | -11 | 0.92 | 0.7 | -5 | 106 | 8
COc1cc(-c2nnn(CC(=O)NCc3ccccc3)n2)cc(OC)c1OC | 6 | 94 | -0.3 | -6 | 8 | 1 | -0.3 | 3 | 100 | -10
CCOC(=O)C1(Cc2cccc(OC)c2)CCN(Cc2cccc3cnccc23)CC1 | -4 | 102 | -0.3 | -4 | -9 | 0.75 | -1.4 | -12 | 115 | 1
Cc1cc(C)cc(Oc2ccc(NC(=O)C3CC=CCC3C(=O)O)cc2)c1 (configuration not stated) | 0 | 97 | -0.1 | -4 | 5 | 1.2 | 0.6 | 11 | 95 | 2
O=C(Nc1nc(C2C3CC4CC(C3)CC2C4)cs1)c1cc2cc([N+](=O)[O-])ccc2oc1=O (configuration not stated) | 9 | 92 | -0.2 | 0 | -6 | 1.7 | -9.2 | 1 | 104 | -12
COc1ccc(-c2noc(-c3cc4ccccc4oc3=O)n2)cc1 | 6 | 95 | 0.1 | -1 | -12 | 1.3 | -6.9 | -10 | 109 | 1
Cc1cc(C(=O)CC#N)c(C)n1CC(F)(F)F | 5 | 95 | -0.4 | -2 | 1 | 1.1 | -0.2 | 7 | 99 | 1
CC(C)C(NC(=O)c1ccco1)C(=O)NCC(c1ccco1)N(C)C (configuration not stated) | -4 | 104 | 0.1 | 2 | -3 | 1.1 | 0.0 | -6 | 105 | -2
CCc1nnc(NC(=O)CSc2nnc(-c3ccco3)n2CCOC)s1 | 0 | 100 | 0.0 | 1 | 8 | nt | -0.3 | 11 | 95 | -3
Cc1cnc(C)c(N(C)NC(=S)Nc2ccccc2)n1 | 14 | 87 | -0.2 | -2 | 2 | 0.9 | -0.2 | 6 | 98 | -6
O=C(c1cccnc1)N1CCN(CCCc2ccccc2)CC1 | -4 | 103 | -0.1 | -1 | 2 | 1.1 | 2.8 | 6 | 102 | -11
COc1ccc(/C=C/C(=O)C23CC4CC(CC(C4)C2)C3)cc1CN1CCOCC1 | 5 | 95 | -0.1 | 0 | 12 | 1.3 | -1.0 | -5 | 106 | -8
CN(C)c1ccc(NC(=O)Cn2ncn3c(cc4ccccc43)c2=O)cc1 | 18 | 84 | -0.1 | -6 | 9 | 1.2 | 0.9 | -12 | 115 | -16
Cc1cccc(CSCCNC(=O)CSCc2ccc([N+](=O)[O-])cc2)c1 | 14 | 87 | -0.4 | -1 | -6 | 1.1 | 1.8 | 15 | 93 | -7
Cc1ccc(-c2nnc(CSc3nc4cc5c(cc4cc3C)OCO5)o2)cc1 | -2 | 102 | -0.5 | -4 | 15 | 4* | 4.2 | 2 | 101 | 12
CCC(CO)NS(=O)(=O)c1cc(-c2nn(C)c(=O)c3ccccc23)ccc1C (configuration not stated) | 20 | 80 | -0.1 | -1 | -6 | 1 | -0.7 | 12 | 93 | 10
Cc1ccc(C(=O)N2CCN(c3ccc(NC(=O)c4ccc(Br)o4)cc3)CC2)cc1 | 1 | 99 | -0.5 | 0 | 7 | 0.51 | -1.9 | 20 | 85 | -4
O=C(CSc1ccccn1)N1CCN(c2ccccc2)CC1 | -7 | 104 | 0.3 | -2 | 15 | 1.4 | 0.7 | -1 | 103 | -10
CC(C)c1nnc(NC(=O)CCC(=O)NCc2cccs2)s1 | -2 | 102 | -0.3 | -8 | 5 | 1 | -0.1 | 9 | 97 | -16
CCOC(=O)CSc1nnc(CSc2nc3ccccc3c(=O)[nH]2)n1-c1ccccc1 | -8 | 107 | -0.4 | -7 | 5 | 0.96 | 2.1 | -2 | 106 | 0
COc1cccc(CN(C)CC(=O)Nc2cccc3ccccc23)c1 | 1 | 98 | -0.1 | -2 | 6 | 1.1 | 0.3 | 12 | 96 | -8
CCN(Cc1cc2ccc(C)cc2[nH]c1=O)C(=O)c1cccnc1 | 5 | 95 | -0.3 | -2 | -11 | 1.1 | -0.7 | -4 | 108 | 1
COc1ccc(C(=O)OCn2nnc3ccccc3c2=O)cc1[N+](=O)[O-] | 5 | 97 | -0.2 | -4 | 3 | 1.1 | -0.1 | 8 | 98 | 6
CCCn1nnnc1NCc1ccccc1OCc1ccc(F)cc1 | -2 | 100 | -0.2 | 5 | 4 | 0.89 | 0.6 | -2 | 105 | -7
COc1ccc(-c2nn(-c3ccccc3)cc2C(=O)O)cc1 | 3 | 98 | -0.1 | -3 | 4 | 1.4 | -0.1 | 14 | 96 | 1
O=C(COC(=O)CCCN=C1NS(=O)(=O)c2ccccc21)NC(=O)NC1CCCC1 | -4 | 102 | -0.1 | -1 | -13 | 1.1 | -0.4 | 7 | 103 | -12
COc1ccc(C(=O)Nc2ccc(-n3nncc3C(C)(C)C)cc2)cc1 | -3 | 103 | 0.1 | -1 | 18 | 1.1 | -0.3 | 0 | 107 | -6
O=C(NCCc1c[nH]c2ccccc12)C(=O)NCC(c1ccco1)N1CCN(c2ccccc2)CC1 (configuration not stated) | -5 | 105 | 0.1 | 7 | -1 | 0.93 | 0.4 | -4 | 101 | -6
O=C1C2C3C=CC(C4CC34)C2C(=O)N1/N=C/c1ccc(-c2ccc(Cl)cc2[N+](=O)[O-])o1 (configuration not stated) | -1 | 101 | -0.2 | -4 | 7 | 0.6 | 1.6 | -1 | 104 | -6
Cc1ccc(C)n1-c1ccc(C(=O)NN=C2CCCC2)cc1 | -2 | 102 | -0.2 | -5 | 1 | 0.96 | -0.6 | 1 | 100 | -4
Cc1nc2ccccn2c1C(=O)Nc1ccc(Cl)cc1 | -43 | 140* | 0.2 | 1 | 35 | 2.2 | -0.2 | 10 | 91 | 4
NC(=O)C1CCN(S(=O)(=O)c2cccc(C(=O)O)c2)CC1 | 1 | 99 | 0.2 | 0 | 1 | 1.1 | -1.1 | 6 | 100 | -2
CC(C)(C)c1nnc(N/N=C/c2ccccc2)n(N)c1=O | -11 | 110 | 0.0 | -5 | 8 | 0.63 | -0.2 | 11 | 89 | -14
Cc1cc(C(=O)CSc2nc(N)cc(N)n2)c(C)n1-c1cccc(C(F)(F)F)c1 | 3 | 97 | -0.4 | -2 | -7 | 1.1 | 0.4 | 0 | 100 | 5
Cc1nn2c(N3CCN(C(=O)c4ccco4)CC3)cc(C(C)(C)C)nc2c1-c1ccc(Cl)cc1 | -4 | 104 | -0.2 | -7 | -19 | 1.3 | 0.1 | -5 | 104 | 8
COc1ccccc1N1CCN(C(=O)c2ccc(Cn3c(=S)[nH]c4cc5c(cc4c3=O)OCO5)cc2)CC1 | -6 | 106 | -0.1 | -5 | -8 | 1.1 | -0.6 | -2 | 103 | -7
NC(=O)c1ccc[n+](Cc2cccc3ccccc23)c1 | -1 | 101 | -0.3 | -4 | 3 | 0.98 | -0.5 | -4 | 102 | 9

Screens: PubChem, several laboratories
